ELG1 genotox = induces genotoxicity in HEK293T cells with luciferase-tagged ELG1. HEK293T ELG1-luciferase reporter, luminescence, 16 h. Potency, µM (top dose mostly 46 µM), for the others: at the highest dose activity change, positive = activation, usual class: activators. 330,000 compounds, 1.3% hits; note: potency is the fitted concentration of half-maximal effect; % of control where 0% means no effect; nearly all actives have a fitted effect of over 60% in size
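Genotoxicity was scored as increased ELG1-luciferase reporter signal, measured by ONE-Glo luminescence (30 min, room temperature). Compound or vehicle exposure of the HEK293T reporter cells lasted 16 hr at 37°C.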
Menin MLL FP TR = menin-MLL binding inhibition, Texas Red mutant peptide | O00255 | Potency, µM (titrated, usually from 61.6 µM), for the others: at the highest dose FP activity change, negative = inhibition, actives largely listed as inhibitors | 270,000 compounds, 0.23% hits | Menin + Texas Red MLL mutant peptide, fluorescence polarization; active = well fitted inhibition curve with a large enough effect in the polarisation, with a control signal flat, not every such curve was filed as active; inconclusive = small, poorly fitted or top-dose-only effect, or effect the other way, or a change in a side signal; inactive = no such curve, though single readings can be large or run the other way; the % refers to the polarisation; note: potency is the fitted concentration of half-maximal effect; % of control where 0% means no effect; many of its hits are not listed in these tables
p53 reactivator = restores transcriptional activity of mutant p53; H1299 p53-A138V BP100-luciferase reporter, luminescence, 24 h; Potency, µM (doses to about 92.2 µM), for the others: at the top dose activity change, positive = activation, usual class: activators; 320,000 compounds, 0.063% hits; AID 504706; note: potency is the fitted concentration of half-maximal effect; % of control where 0% means no effect; nearly all actives have a fitted effect of over 45% in size
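p53-null H1299 cells stably carrying temperature-sensitive p53-A138V and a BP100-luciferase reporter were pinned with compounds (4-point, 1:5 series) and held 24 hrs at 37 deg C. Luminescence was read 10 min after detection reagent.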
FLuc modulator = counter-screen for miR-21 project: firefly luciferase inhibitors or activators; 360,000 compounds, 6.9% hits; P08659; AID 588342; purified FLuc, Km substrates, luminescence inhibition; Potency, µM (titrated, usually from 57.5 µM), without a hit: top-dose activity change, negative = inhibition, most hits filed as inhibitors;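 note: potency is the fitted concentration of half-maximal effect; plate controls were vehicle for no effect and reference inhibitor for full effect; nearly all actives have a fitted effect of over 55% in size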
Target sequence (P08659 whole entry, looked up): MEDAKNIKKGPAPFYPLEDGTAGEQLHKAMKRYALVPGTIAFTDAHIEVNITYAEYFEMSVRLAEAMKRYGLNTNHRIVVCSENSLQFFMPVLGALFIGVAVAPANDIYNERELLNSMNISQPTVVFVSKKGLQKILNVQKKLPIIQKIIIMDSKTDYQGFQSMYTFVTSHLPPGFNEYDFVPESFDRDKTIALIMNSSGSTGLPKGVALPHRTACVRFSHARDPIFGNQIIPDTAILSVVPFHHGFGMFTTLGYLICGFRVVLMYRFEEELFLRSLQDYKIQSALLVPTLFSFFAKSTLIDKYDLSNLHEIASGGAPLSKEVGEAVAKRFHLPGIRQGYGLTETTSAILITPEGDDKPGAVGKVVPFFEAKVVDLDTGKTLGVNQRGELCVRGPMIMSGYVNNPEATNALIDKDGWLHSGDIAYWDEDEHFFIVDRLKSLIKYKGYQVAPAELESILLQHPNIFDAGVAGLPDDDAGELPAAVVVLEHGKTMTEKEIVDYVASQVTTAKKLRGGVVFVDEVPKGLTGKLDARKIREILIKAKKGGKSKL
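Biochemical qHTS of compounds, final roughly 60 µM downward over six points, against 10 nM purified firefly luciferase using Km concentrations of substrates (10 uM D-luciferin, 10 uM ATP) in Tris acetate pH 7.5 buffer; luminescence output.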
NPC1 prom act = activators of NPC1 promoter | Huh7 NPC1 promoter luciferase reporter, 24 h | Potency, µM (titrated, usually from 9.22 µM), for inactives: top-dose activation, usual class: activators | 320,000 compounds, 2.4% hits | AID 485313;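 note: potency is the fitted concentration of half-maximal effect; % of control where 0% means no effect; nearly all actives have a fitted effect of over 60% in size; reporter is driven by a mutant NPC1 promoter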
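Stable NPC1-promoter luciferase Huh7 line; cpd (DMSO) 24 h, 37 °C, 5% CO2; Amplite luciferase reagent 10 min RT; luminescence readout. qHTS format.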
RORgamma inh = blocks mouse ROR gamma transcriptional activity; P51450; Drosophila S2 Gal4-RORgamma UAS-luciferase reporter, 20 h; Potency, µM (highest dose often 53.6 µM), for the others: top-dose activity change, negative = inhibition, actives largely listed as inhibitors; 310,000 compounds, 5.4% hits; note: potency is the fitted concentration of half-maximal effect; % is set by controls: 0 for no effect and ±100 for the full control effect; nearly all actives have a fitted effect of over 60% in size
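In this cell-based reporter format, copper sulfate (700 uM final) drives Gal4–ROR gamma fusion expression from a metallothionein promoter in Drosophila Schneider cells; compounds preincubated 1 hr, reporter read after 20 hr at ambient temperature.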
Rab9 promoter act = Rab9 promoter activation; Huh7 Rab9 promoter-luciferase reporter, luminescence, 24 h; Potency, µM (top dose mostly 9.22 µM), without a hit: top-dose activation, negative = inhibition, actives largely listed as activators; 320,000 compounds, 2.8% hits; AID 485297; note: potency is the fitted concentration of half-maximal effect; % of control where 0% means no effect; nearly all actives have a fitted effect of over 60% in size
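Quantitative HTS format; Huh7 Rab9-luciferase reporter cells (1500/well) receive compound 2 h post-plating, incubate 24 h at 37 °C, then get luciferase reagent for 10 min before luminescence reading.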
VP16 counter = Gal4-VP16 reporter inhibition counter-screen; AID 2546; 310,000 compounds, 3.5% hits; Potency, µM (top dose mostly 53.6 µM), inactives show at the top dose activity, negative = inhibition, hits mostly inhibitors; Drosophila S2 Gal4-VP16 UAS-luciferase, luminescence, 20 h;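 note: Gal4-VP16 expression switched on by copper sulfate through the metallothionein promoter; potency is the fitted concentration of half-maximal effect; % is set by controls: 0 for no effect and ±100 for the full control effect; nearly all actives have a fitted effect of over 50% in size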
Giardia kill = kills Giardia lamblia; Giardia lamblia trophozoite viability; activity change, % at 7.66 µM, hits read low; 340,000 compounds, 0.15% hits; AID 540267; in the data active = activity change below about -80%; inconclusive = between about -30% and that limit;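 note: parasites exposed to compound for two days anaerobically before the ATP read; % is set by controls: 0 for no effect and ±100 for the full control effect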
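Killing of trophozoites was scored by loss of ATP luminescence after a 48 hrs anaerobic exposure to compounds at 37 deg C, using 100 cells per well.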
BRCA1 expr up = BRCA1 expression activation; Potency, µM (titrated, usually from 46.1 µM), for inactives: top-dose activation, usual class: activators; 380,000 compounds, 1.1% hits; MCF7-BRCA1-FFLuc reporter, luminescence, 48 h; response scale: scaled: vehicle 0%, 10 µM genistein 100%; AID 624202; note: potency is the fitted concentration of half-maximal effect; nearly all actives have a fitted effect of over 80% in size; some results filed as inactive show a strong effect at the top dose
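Luminescence from a BRCA1-driven firefly luciferase in MCF7 cells was the read-out, taken 15 min after substrate addition following 48 h compound exposure at 37 °C. Data were normalized to a 10 microM genistein control and DMSO vehicle.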
PKM2 activator = PKM2 (human) enzyme activation; purified PKM2, Kinase-Glo ATP luminescence, activation; response scale: 0% is enzyme alone, no compound; Potency, µM (titrated, usually from 57.5 µM), for the others: at the highest dose activation, usual class: activators; 260,000 compounds, 0.34% hits; note: potency is the fitted concentration of half-maximal effect; % is set by controls: 0 for no effect and ±100 for the full control effect; nearly all actives have a fitted effect of over 55% in size
Target sequence (P14618 whole entry, looked up): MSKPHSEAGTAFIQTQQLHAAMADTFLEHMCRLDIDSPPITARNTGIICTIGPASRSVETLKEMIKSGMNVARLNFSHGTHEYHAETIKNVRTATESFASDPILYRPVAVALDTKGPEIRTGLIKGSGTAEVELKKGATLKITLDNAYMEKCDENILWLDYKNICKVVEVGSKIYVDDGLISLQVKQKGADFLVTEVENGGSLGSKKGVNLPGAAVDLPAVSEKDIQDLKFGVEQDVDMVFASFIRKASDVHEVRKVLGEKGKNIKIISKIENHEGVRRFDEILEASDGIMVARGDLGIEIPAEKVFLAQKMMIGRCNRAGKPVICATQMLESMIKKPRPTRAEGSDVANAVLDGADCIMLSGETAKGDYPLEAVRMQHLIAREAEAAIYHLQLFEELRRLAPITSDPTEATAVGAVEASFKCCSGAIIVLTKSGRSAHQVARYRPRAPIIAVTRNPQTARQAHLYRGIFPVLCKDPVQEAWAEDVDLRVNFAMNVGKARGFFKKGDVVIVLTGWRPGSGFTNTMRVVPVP
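Purified hPK-M2 (>95%) run at intermediate activity with 0.1 mM ADP and 0.5 mM PEP in 50 mM imidazole pH 7.2, KCl, MgCl2; 1 h room temperature. ATP formed read by Kinase-Glo luminescence; normalized to uninhibited and no-enzyme controls.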
Active calls of the source: *; ? = inconclusive; / = no result given; [ ] = remark or other dose. Unless noted, calls come from the whole dose curve; as a rule, active = well fitted curve in the direction sought with a large enough effect; inconclusive = small, poorly fitted or top-dose-only effect, or another doubt; inactive = no such curve, though single readings can be large; an effect the other way counts as inactive or inconclusive.

SMILES | ELG1 genotox | Menin MLL FP TR | p53 reactivator | FLuc modulator | NPC1 prom act | RORgamma inh | Rab9 promoter act | VP16 counter | Giardia kill | BRCA1 expr up | PKM2 activator
CC(=O)N1N=C(c2ccncc2)OC12CCCCCC2 | 3% | 1% | -12% | 5% | 0% | -40% | -7% | -2% | 3 | -12% | 2%
CCOc1ccc2nc(NCCNC(=O)C(C)C)c(C)cc2c1 | 12% | 2% | 6% | -3% | 26% | 0% | -4% | -1% | -11 | 0% | 0%
Cn1c(SCC(=O)c2ccc(F)cc2)nnc1-c1cccnc1 | 1% | 3% | 4% | -2% | 2% | 6% | 1% | -3% | -1 | -50% | 4%
CCCCN(CCCC)S(=O)(=O)c1ccc(NC(=O)c2cccs2)cc1 | -17% | 22% | 2% | 1% | -2% | -19% | 1% | -27% | -5 | -92% | 0%
Cc1[nH]c2ccccc2c1C(=O)C(=O)N1c2ccccc2CC1C (stereo not drawn) | -4% | 31%[activator] | -13% | 3% | -12% | ? | -16% | ? | -15 | -49% | 6%
COc1ccccc1CNS(=O)(=O)c1cc(C(=O)NCc2ccccn2)c(Cl)cc1Cl | -6% | / | -2% | 2% | 4% | / | -2% | / | -14 | 2% | /
O=C(CSc1nnc(CNC(=O)c2ccco2)o1)c1ccc(Cl)cc1 | 0% | 2% | 2% | 1% | -1% | 29% | 2% | -2% | 4 | 2% | 17%
Cc1ccc(SCC(=O)NCc2ccccc2C)cc1 | 1% | 0% | -2% | -14% | 6% | 11% | 4% | 0% | -3 | 3% | 0%
Cc1ccc(CN2CCSc3ccc(C(=O)N4CCOCC4)cc32)cc1 | -4% | / | -2% | 0% | -1% | -11% | -2% | 3% | -1 | -2% | /
CCCc1cc(=O)[nH]c(/N=C(\N)Nc2ccccc2)n1 | 5% | 0% | 6% | 0% | 7% | -5% | -1% | 1% | -14 | -21% | 9%
Cc1cccc(C)c1NC(=S)NNc1ncc(C(F)(F)F)cc1Cl | -1% | 2% | -1% | 11% | -2% | 7.9µM* | -3% | ? | -8 | 34% | 5%
Cc1cc(C)c(S(=O)(=O)N2CCCCCC2)cc1Br | -1% | -26% | 0% | 3% | -10% | -1% | -2% | 6% | 19 | 4% | -1%
Cc1ccc(C(=O)OCC(=O)Nc2cccc(S(=O)(=O)NC3=NCCCCC3)c2)c(C)c1 | -9% | -4% | 0% | ? | -1% | 22% | 1% | -7% | -28 | -26% | 2%
O=C(CN1C(=O)c2ccccc2C1=O)Nc1sc2c(c1C(=O)NCc1ccco1)CCCC2 | -4% | ? | -1% | -6% | -7% | 44% | 9% | 5% | 16 | 4% | -21%
Cn1c(SCC(=O)Nc2ccccc2)nc2c([nH]c3ccccc32)c1=O | ? | 0% | 5% | -1% | 1% | ? | -9% | 13µM* | -23 | -17% | 0%
COc1ccc(C2(c3ccc(OC)cc3)NC(=O)N(CC(=O)N(C)C3CCC(C)CC3)C2=O)cc1 (stereo not drawn) | -5% | / | 0% | / | -9% | / | 4% | / | -15 | -48% | /
COC(=O)c1cccc(NC(=O)c2ccc3c(c2)C(=O)N(Cc2cccnc2)C3=O)c1 | 4% | / | -6% | ? | -2% | 18% | -6% | -5% | -2 | 4% | -7%
Nc1nnc(SCC(=O)c2ccco2)s1 | 1% | 0% | 1% | 1% | -1% | 24% | 4% | -28% | 0 | 9% | 3%
COc1ccc(-c2[nH]c(-c3ccc(SC)cc3)nc2SCC(=O)Nc2nccs2)cc1 | 5% | ? | -6% | -19% | 3% | 21% | -4% | -3% | 2 | -8% | -9%
O=C(/C=C/c1ccccc1)Nc1cccnc1Oc1ccccc1F | 9% | / | 10% | 4.8µM* | ? | 11% | ? | -3% | 8 | 85% | 1%
Cc1cc(NC(=O)C(C)SCC(=O)Nc2nnc(CC(C)C)s2)no1 (stereo not drawn) | -2% | / | 1% | 6% | 1% | / | 2% | / | -24 | -15% | /
O=[N+]([O-])c1ccc(S(=O)(=O)CC(CN2CCOCC2)N2CCOCC2)cc1 (stereo not drawn) | -13% | -26% | -9% | -3% | -2% | ? | -3% | ? | -13 | -6% | 1%
C/C(=C/C(=O)Nc1cccc(F)c1)N1CCCC1 | 1% | 7% | 0% | -2% | -10% | -11% | -5% | -12% | -6 | 2% | 4%
COc1ccccc1N1CCN(S(=O)(=O)c2cnc[nH]2)CC1 | 4% | 6%[11.7 µM] | 1% | 0% | 5% | 10% | 1% | -7% | 22 | 19% | ?
CN1CCN(C(=O)c2cnn(-c3ccccc3)c2NC(=O)c2ccccc2F)CC1 | -3% | -11% | 3% | -2% | 0% | 0% | -7% | -3% | 12 | 5% | -3%
COc1ccc(CNC(=O)CCc2c(C)nc3ncnn3c2C)cc1 | -1% | 3% | -7% | -4% | 4% | 16% | 7% | -5% | 3 | -5% | -8%
CCc1noc(C)c1C(=O)Nc1ncc(C)s1 | ? | 9% | ? | 1% | -1% | -31%[0.365 µM] | 1% | / | 24 | -19% | 4%
O=C(O/N=C(\c1ccccc1)c1ccncc1)c1ccccc1Cl | -2% | 1% | 1% | -4% | -5% | 26% | -10% | -1% | -12 | 15% | 0%
CC(NC(=O)C1CCCN1S(=O)(=O)c1cccc2nsnc12)c1ccccc1 (stereo not drawn) | 0% | / | -6% | 0% | -1% | 16% | -4% | 4% | 16 | 1% | /
CC(=O)N1CCN(C(=O)CCNS(=O)(=O)c2ccccc2)CC1 | 0% | / | -8% | 1% | ? | / | 2% | / | 20 | 26% | /
COc1ccc(Cl)cc1NCC(=O)Nc1ccc(OC)c(S(=O)(=O)N2CCCCC2)c1 | -7% | / | 3% | 3% | -2% | / | 8% | / | -3 | -23% | /
Cc1ccc(S(=O)(=O)N(C)c2c(C)ccc(S(=O)(=O)N3CCN(C)CC3)c2C)cc1 | -4% | -10% | -13% | 3% | -1% | 6% | -5% | ? | -1 | 1% | -1%
Cc1onc(-c2c(F)cccc2Cl)c1C(=O)OCC(=O)NCc1ccco1 | -3% | 17% | 7% | 2% | -3% | -1% | 1% | 18% | -3 | 1% | 8%
COC(=O)c1c(NC(=O)CC2NCCNC2=O)sc2c1CCCC2 (stereo not drawn) | 4% | 8% | 2% | 4%[2.3 µM] | -2% | -1% | 10% | -3% | 8 | 0% | -3%
COC(=O)c1ccc(NC(=O)CNC(=O)c2sc3ccccc3c2Cl)cc1 | 3% | / | ? | / | 1% | / | -9% | / | 15 | 15% | /
Cc1ccc(S(=O)(=O)NCC(=O)OCC(=O)Nc2cccc(S(=O)(=O)NC3=NCCCCC3)c2)cc1 | 6% | -7% | -1% | -8% | 1% | -4% | -1% | -8% | 4 | -2% | -18%
Nc1nnnn1/N=C/c1ccc(F)cc1 | 2% | -4% | -1% | -5% | -1% | -26% | -8% | 3% | 12 | 11% | /
Cc1cccc(-c2nc3ccccc3c(=O)n2NC(=O)c2ccc([N+](=O)[O-])c(C)c2)c1 | 0% | ? | 7% | 0% | -3% | ? | -1% | 6% | -14 | -25% | -1%
O=C(CSc1ccccn1)N1CCN(c2ccc(Cl)cc2)CC1 | 1% | -12% | 3% | -1% | -1% | ? | -5% | 23% | -4 | -1% | 1%
C=CCNC(=S)N/N=C/c1ccc(OCc2ccccc2)cc1 | 3% | -14% | 0% | 0% | -3% | -11% | -7% | 12% | -5 | 28% | 6%
O=C(CC1Oc2ccccc2NC1=O)NC1CCCC1 (stereo not drawn) | -1% | 10% | 3% | 1% | 0% | -3% | 7% | -4% | 13 | -13% | -13%
CSc1nc(-c2ccccc2)nn1C(=O)c1ccccc1 | 1% | -11% | 5% | -3% | 11% | -3% | 1% | -3% | -18 | 13% | -3%
C/C=C\C=C\C(=O)N1CC2(CC(c3cccc(NC(=O)/C(C)=C\C)c3)=NO2)C[C@H]1C(N)=O (stereo partly drawn) | 4% | / | -3% | -10% | -4% | -2% | -11% | 9% | -7 | 0% | 3.5µM*
CC1CCCCN1C(=O)Cn1cc(/C=C2/C(=O)Nc3ccccc32)c2ccccc21 (stereo not drawn) | -11% | ? | 1% | -17% | 11% | ? | -8% | -13% | / | / | 13%
O=C(NC(=O)N1CCN(c2ccccc2)CC1)c1ccc(Cl)cc1 | ? | 11% | ? | 27µM* | 1% | -28% | 20% | -9% | -1 | 72% | 0%
CC(=O)c1ccc(NC(=O)CN2CCCC2)cc1 | ? | 7% | ? | ? | ? | 14% | 25% | ? | -17 | 58% | -3%
Cc1c(C)c2c(C)[nH]nc2oc1=O | 1% | 1% | 5% | -2% | -1% | 0% | -3% | 1% | 9 | 0% | -1%
Cc1cc(C)c(S(=O)(=O)c2ccccc2C)c(OCC(C)(C)C)n1 | -7% | -14% | -1% | 0% | 1% | 15% | 9% | -27% | -4 | -31% | -2%

Assay outcomes: PubChem, National Center for Advancing Translational Sciences (NCATS)

Only part of the results is shown; rates above refer to the full screens.
